hcDAF12 agonist: H. contortus DAF-12 activation, primary screen; AID 652067; hit rate 1.4% among 370,000; HEK293 hcDAF-12 lit1-tk-luc reporter, luminescence; 0% DMSO, 100% Δ7-dafachronic acid; activation, % at 6.8 µM;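 active = activation above the mean of all tested compounds plus 3 SD, cut at about 5.5% in these data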;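 note: 100% = response to 3 µM Δ7-dafachronic acid high control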
GAA850 FXN act: activators of GAA850 frataxin (FXN) promoter; HEK293 lucGAA850 FXN promoter luciferase reporter, 24 h; percent of 10 µM SAHA response; activation, % at 6 µM; hit rate 0.56% among 360,000; AID 540364;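 active = activation above the average of all compounds screened plus 3 SD, cutoff fixed separately per campaign, cut at about 7.5% in these data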;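 note: 0% = DMSO wells and 100% = 10 µM SAHA wells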
ssDAF-12 act: activates DAF-12 receptor from parasite S. stercoralis | hit rate 1% among 370,000 | activation, % at 6.8 µM | AID 652126 | HEK293 ssDAF-12/GRIP1 lit1-tk-luc reporter, luminescence; % of 3 µM dafachronic acid response;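 active = activation above the mean over all tested compounds plus 3 SD, cut at about 0.9% in these data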;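 note: 0% = DMSO-only wells and 100% = 3 µM delta7-dafachronic acid wells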
NPR2 activator: GC-B (human) receptor activation | activation, % at 10 µM | HEK293-GC-B cells, CNP EC30, cGMP TR-FRET; 0% at EC30 CNP, 100% saturating CNP | hit rate 0.11% among 370,000 | P20594;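 active = activation at 10 µM reaching about 35% in either raw or pattern-adjusted values, limit read from the data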
Target sequence (P20594 whole entry, looked up): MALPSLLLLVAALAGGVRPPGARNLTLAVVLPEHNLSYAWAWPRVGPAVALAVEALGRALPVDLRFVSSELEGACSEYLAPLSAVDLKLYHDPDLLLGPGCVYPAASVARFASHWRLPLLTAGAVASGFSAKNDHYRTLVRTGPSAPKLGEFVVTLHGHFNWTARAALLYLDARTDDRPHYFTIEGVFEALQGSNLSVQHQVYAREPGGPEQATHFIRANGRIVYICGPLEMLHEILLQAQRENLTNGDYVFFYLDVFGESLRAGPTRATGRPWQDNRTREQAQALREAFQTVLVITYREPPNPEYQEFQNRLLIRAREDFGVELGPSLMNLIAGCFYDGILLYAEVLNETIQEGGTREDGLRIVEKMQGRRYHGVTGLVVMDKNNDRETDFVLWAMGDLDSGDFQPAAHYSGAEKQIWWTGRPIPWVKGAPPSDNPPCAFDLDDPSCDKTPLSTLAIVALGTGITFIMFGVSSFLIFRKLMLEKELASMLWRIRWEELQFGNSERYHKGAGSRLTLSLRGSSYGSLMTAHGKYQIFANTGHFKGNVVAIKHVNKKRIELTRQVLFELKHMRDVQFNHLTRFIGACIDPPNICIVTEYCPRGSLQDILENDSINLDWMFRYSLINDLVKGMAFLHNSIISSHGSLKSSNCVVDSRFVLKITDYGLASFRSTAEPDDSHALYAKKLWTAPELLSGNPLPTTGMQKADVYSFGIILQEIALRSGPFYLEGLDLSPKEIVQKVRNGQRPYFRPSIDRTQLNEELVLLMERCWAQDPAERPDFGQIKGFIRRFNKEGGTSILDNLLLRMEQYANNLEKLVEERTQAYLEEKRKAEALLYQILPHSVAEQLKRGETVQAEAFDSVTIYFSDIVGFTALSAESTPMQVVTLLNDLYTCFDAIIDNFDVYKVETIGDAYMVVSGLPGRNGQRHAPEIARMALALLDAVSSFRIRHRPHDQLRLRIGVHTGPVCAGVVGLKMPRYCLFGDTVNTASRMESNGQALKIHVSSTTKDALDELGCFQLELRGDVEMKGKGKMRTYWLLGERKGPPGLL
HGIII-sPLA2 inh: Blocks human group III sPLA2 activity. inhibition, % at 12.2 µM. QFRET BODIPY PC-A2 liposome hydrolysis, fluorescence. hit rate 0.56% among 370,000;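 active = inhibition above mean plus 3 SD of compounds lying within the high and low control bounds, cut at about 19% in these data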;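 note: 0% = median of test compound wells and 100% = no enzyme DMSO wells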
GC-A act: GC-A (human) enzyme activation | HEK293 GC-A cells, cGMP TR-FRET, EC30 ANP; 0% at EC30 ANP, 100% saturating ANP | activation, % at 10 µM | hit rate 0.14% among 370,000 | AID 1671463; in the data active = activation above about 40%
KLK7 zymogen act: activators of human kallikrein-7 zymogen; P49862; activation, % at 7 µM; hit rate 0.9% among 370,000; AID 652039; purified proKLK7, EDANS-DABCYL substrate fluorescence; 100% is mature enzyme control, 0% vehicle;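 active = activation above the mean of all tested compounds plus 3 SD, computed per campaign excluding outliers beyond control limits, cut at about 13% in these data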
SMARCA2 activ: increases SMARCA2 function in MMTV reporter cells; MG213 cells, MMTV-luciferase reporter, dexamethasone, overnight; activation, % at 9.1 µM; hit rate 1% among 370,000; AID 652017; in the data active = activation above about 7.8%;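 note: 0% = vehicle wells and 100% = reference activator wells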
hgDAF-12 ag: hgDAF-12 agonism, primary luciferase screen; hit rate 1.8% among 370,000; HEK293 GAL4-hgDAF12 UAS-luciferase reporter, agonist luminescence; normalized to butyrate control; activation, % at 6.8 µM;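 active = activation above a cutoff set at the mean of all screened compounds plus 3 SD, cut at about 10% in these data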;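 note: 0% = DMSO wells and 100% = sodium butyrate wells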
DAX1 inh-1: blocks DAX1 repression of SF-1 activated StAR promoter | HEK293T StAR-luciferase reporter, SF-1/DAX-1 repression relief | inhibition, % at 6.8 µM | hit rate 1.1% among 370,000 | AID 652010;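 active = inhibition above the mean over all tested compounds plus 3 SD, cut at about 3.6% in these data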;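 note: 0% = DAX-1 cells with DMSO and 100% = cells lacking DAX-1 with DMSO; higher inhibition means more luminescence from relief of DAX-1 repression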
DAX1 inh-2: inhibitors of human orphan nuclear receptor DAX1 (NR0B1); P51843; HEK293 Gal4-DAX1 luciferase reporter, luminescence; inhibition, % at 6.75 µM; hit rate 0.99% among 340,000; AID 504766;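 active = inhibition above the mean over all tested compounds plus 3 SD, cut at about 4.2% in these data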;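 note: 0% = DAX1-transfected cells with DMSO and 100% = empty-vector control cells with DMSO; inhibition shows as a rise in luminescence from relieved DAX1 repression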
Active calls of the source: *; . = not tested or not shown.

Results follow in this order: hcDAF12 agonist	GAA850 FXN act	ssDAF-12 act	NPR2 activator	HGIII-sPLA2 inh	GC-A act	KLK7 zymogen act	SMARCA2 activ	hgDAF-12 ag	DAX1 inh-1	DAX1 inh-2
> CC(=O)C1C(=O)CC(C)(O)C(C(C)=O)C1c1ccccc1 (configuration not stated)
 : -1.3	1.3	-0.7	0	0	-1	0.6	-2	2.7	-0.2	0.3
> O=C(c1cccc(Cl)c1)N1CCC(=O)N(C(CO)Cc2ccccc2)CC1 (configuration not stated)
 : -0.6	-0.6	-1.2	-1	5	-2	0.4	-1	-0.9	-0.5	-0.9
> COc1ccccc1N1CCN(C(=S)Nc2cccc(C)c2)CC1
 : -5.1	-6.5	-2.1	2	3	-6	-0.5	-1	-8.5	-1.0	-1.0
> COc1ccc(-n2c(SCC(=O)Nc3nccs3)nc3c(c2=O)SCC3)cc1
 : -1.8	-0.6	-1.3	-5	-3	-3	0.4	-2	0.0	-1.5	1.9
> Clc1ccc(-c2nnc3n2CCCC3)cc1Cl
 : -0.6	-1.5	-1.2	-3	5	-3	0.7	-6	0.5	0.7	0.2
> COc1ccccc1/C=C1\SC(=S)N(CCC(=O)Nc2ccc(C(=O)O)c(O)c2)C1=O
 : 2.1	-1.4	-1.4	4	-44	0	-0.2	1	-2.8	0.0	2.1
> CCC[C@H]1[C@@H](NCc2ccccc2)CC[C@@]23CCCN2C(=O)CCC[C@@H]13
 : -1.9	.	-2.0	-22	1	-14	.	.	1.6	.	.
> COc1ccc(N2C(=O)CCC(C(=O)N(C)C3CCCCC3)C2c2ccc(OC)c(OC)c2)cc1 (configuration not stated)
 : -0.8	.	-0.8	5	-2	-1	-0.4	1	0.1	-0.3	.
> Cc1occc1C(=O)NC1CCCCCCC1
 : 1.1	4.2	-1.1	0	12	-1	0.0	3	8.4	0.7	0.7
> CCOC(=O)C1=C(COC(=O)Cc2c(F)cccc2Cl)NC(=O)NC1C (configuration not stated)
 : -0.8	2.2	-1.0	36*	11	29	-0.2	-3	-3.2	-0.6	0.9
> CCOC(=O)C(=O)NNc1ccc(F)cc1
 : 0.8	0.5	-1.4	4	21*	5	0.0	-5	-0.5	0.5	.
> Cc1ccc2nc(CN(C)C(=O)[C@H](CCc3ccccc3)NC(=O)[C@H]3O[C@@H](n4cnc5c(N)ncnc54)[C@H](O)[C@@H]3O)[nH]c2c1
 : -0.3	.	-1.1	0	3	-1	0.5	-3	-0.4	0.6	.
> COc1cc(CNc2ccc(S(N)(=O)=O)cc2)ccc1OCC(=O)NC1CCCCC1
 : -2.0	1.1	-1.6	3	-1	-2	-0.2	-4	0.4	-0.2	-0.3
> CCn1c(=O)n(CC(=O)N2CCN(C(C)=O)CC2)c(=O)c2ccccc21
 : -3.4	.	-1.9	-6	1	6	-0.4	-3	-1.5	0.9	.
> COc1ccc(-c2ccnc(-c3ccncc3)n2)cc1
 : 2.7	-2.3	-2.1	-4	-1	4	0.8	-2	2.2	-0.6	3.2
> COc1ccc(OC)c(NC(=O)Nc2ccc(O)c3ccccc23)c1
 : 0.9	0.2	-0.9	-18	-6	-22	-4.7	-7	-4.9	-0.7	-0.7
> CC1CCCCC1NC(=O)CN(C)S(=O)(=O)c1cccc2cccnc12 (configuration not stated)
 : 0.0	-0.2	-0.9	0	11	-1	-0.1	-4	-2.8	0.0	-0.9
> Cc1ccc(C(=O)NC(=S)N2CCN(C)CC2)cc1Br
 : 1.4	-0.2	-0.8	-2	7	3	-0.3	-1	1.1	-1.5	0.8
> CC(C)Cc1ccc(S(=O)(=O)Nc2ccc3[nH]c(=O)[nH]c3c2)cc1
 : -3.1	-0.6	-1.8	-5	-10	-5	-1.1	-3	-3.2	-0.3	-0.4
> COC(=O)c1ccc(CNC(=O)COC(=O)c2cc(Cl)nc(Cl)c2)cc1
 : 1.3	0.0	-1.5	0	0	1	0.3	1	1.9	-3.8	-0.5
> Nc1ccc(S(=O)C(F)(F)F)cc1 (configuration not stated)
 : -0.5	1.4	-0.3	-2	1	5	-0.5	0	-1.1	0.5	0.2
> O=S(=O)(c1cccc(C(F)(F)F)c1)N1CCC(c2cc(-c3cccc4ccccc34)n[nH]2)CC1
 : 0.8	1.3	-0.8	-4	-15	1	0.3	0	-2.6	-0.3	-0.4
> C#CCOc1ccc(CNC[C@H]2O[C@@H](n3ccc(N)nc3=O)[C@H](O)[C@@H]2O)cc1
 : -1.2	0.1	-0.8	-1	4	4	0.1	-2	-0.5	-0.4	1.2
> CCOc1ccc(S(=O)(=O)N2CCN(c3ncccn3)CC2)cc1
 : 0.1	1.4	-1.6	4	-3	2	0.8	4	-0.2	0.0	-1.7
> O=c1[nH]nc(SC2CCCCC2)c(=O)[nH]1
 : 2.4	-1.1	-1.1	-1	10	-4	-0.4	-3	-2.2	0.4	1.5
> Fc1ccccc1C1CCN(Cc2nc(COc3ccccc3)no2)C1 (configuration not stated)
 : -1.1	-0.5	-0.9	2	-9	4	-0.1	2	2.7	0.3	3.6
> Cc1cc(OCCn2ccnc2)ccc1C(C)C
 : -3.1	-0.9	-1.5	5	-19	-3	-0.3	1	0.8	0.3	-0.9
> COc1cccc(OCCn2cccc2/C=C2/C(=N)N3OC(C)=CC3=NC2=O)c1
 : 1.5	-0.4	-1.1	2	5	-1	-0.7	0	2.4	0.5	0.2
> COCCn1c(SCC(=O)N2CCCC2=O)nnc1-c1ccncc1
 : 2.2	0.8	-1.0	-1	10	-4	0.1	1	-2.4	1.1	1.0
> NC(=O)c1ccccc1N/C=C/C(=O)c1ccc(F)cc1
 : 3.5	3.9	0.1	-3	-2	4	0.7	4	11*	5.2*	1.4
> CN(CC(=O)Nc1cccc(F)c1)C(=O)CN1C(=O)C2CCCCC2C1=O (configuration not stated)
 : -0.2	0.9	-0.8	1	0	-2	0.2	-3	-0.1	0.3	0.2
> CCOC(=O)C(=NC1CCCCC1)NNc1cccc(C(F)(F)F)c1
 : -0.3	2.0	-2.0	-4	17	1	7.5	-1	-1.0	-0.5	-0.8
> COc1cccc(-n2nnnc2SCC(=O)Nc2nc3c(s2)CCCC3)c1
 : -3.1	3.8	-1.3	-2	-25	-4	0.4	0	1.1	-0.7	-1.2
> Cc1ccc(S(=O)(=O)NCC(=O)NNC(=O)c2ccccc2Cl)cc1C
 : -1.3	1.0	-1.3	1	-2	-1	-0.9	-3	-0.5	0.0	-0.7
> O=C(Cn1nnc(-c2ccccc2)n1)Nc1cccc(S(=O)(=O)N2CCCC2)c1
 : -2.9	-2.8	-0.8	2	-22	-1	0.4	-1	-0.3	-4.0	-2.9
> O=C(Nc1cccn2ncnc12)c1cccc(C(F)(F)F)c1
 : 0.4	1.2	-1.2	5	3	1	0.5	0	2.9	-0.3	1.8
> COc1ccc(/C=C2/CCCc3ccccc3C2=O)cc1
 : 1.9	-0.1	0.6	-2	4	-4	-0.6	1	17*	2.1	-1.1
> Cc1nn2c(c1-c1ccccc1)N=C(c1ccco1)CC2c1ccccc1 (configuration not stated)
 : -0.6	1.3	-1.3	-11	-12	-34	-1.2	-3	1.7	-0.9	-0.8
> COc1ccc(-c2cnc(N)n2C)cc1
 : -0.5	-1.2	-1.2	8	3	-2	-0.6	-3	0.4	-0.1	1.9
> CCOC(=O)c1cnc(SCC(=O)Nc2ccc(N3CCOCC3)c(Cl)c2)nc1N
 : -2.1	0.2	-1.8	10	10	1	0.5	-2	1.3	-1.3	-0.7
> CC1CCCCC1NC(=O)CSC1=Nc2ccccc2C2CC=NN12 (configuration not stated)
 : 0.6	0.8	-0.3	-10	20*	-7	0.4	-1	-1.5	-0.8	0.2
> Cc1ccc(CSc2nsc(C)c2C#N)cc1
 : 0.9	1.6	-1.3	5	2	-3	0.5	2	-1.7	0.4	4.5*
> Cn1cc([N+](=O)[O-])c(C(=O)NNC(=O)c2ccc([N+](=O)[O-])cc2)n1
 : -0.8	0.3	-0.3	6	8	-1	-0.8	0	5.7	-0.2	2.4
> COc1ccc(C)cc1-n1c(-c2ccncc2)n[nH]c1=S
 : -0.5	1.0	-0.6	-2	1	1	0.9	-1	2.3	-0.2	1.8
> CC(C)(C)n1nnnc1C(c1ccncc1)N1CCCCCC1 (configuration not stated)
 : -0.3	1.5	-1.4	1	3	1	0.1	2	-1.4	-0.4	2.1
> COc1ccc(CCn2c(=O)[nH]c3cc(C(=O)N4CCN(c5ccccc5)CC4)ccc3c2=O)cc1OC
 : 0.7	-1.9	-1.7	-2	2	2	-0.2	1	-0.5	-0.4	0.1
> Cc1c(C(=O)NC2CCCCC2)sc2ncnc(N3CCN(c4ccccc4)CC3)c12
 : 2.3	3.5	-1.0	-3	7	-3	-0.1	3	1.6	-0.1	0.2
> Cc1nnc(-c2cnn(-c3ccccc3)c2N)n1Cc1ccc(F)cc1
 : -0.8	0.0	-1.3	0	2	0	-0.5	-2	2.0	0.2	0.3
> Cn1nnnc1SCc1nc2ccccc2s1
 : 8.7*	3.7	2.1*	-3	1	2	-0.1	3	5.0	1.2	2.1
> CCOc1ccc(S(=O)(=O)Nc2ccccc2SC)cc1
 : -2.1	0.2	-1.0	2	-4	-2	0.5	-1	-1.5	-1.0	0.2
> COc1ccc(CN2CCN(Cc3ccc(C(F)(F)F)cc3)CC2)cc1
 : -3.3	1.1	-1.4	1	2	0	0.2	-4	-3.3	-0.9	-1.9
> O=C(CC1S/C(=N/N=C/c2ccco2)NC1=O)Nc1cccc(Cl)c1Cl (configuration not stated)
 : -0.8	2.4	-1.6	-3	-9	-1	-0.7	-3	0.3	0.8	-0.3
> CCS(=O)(=O)Nc1cccc(C2=NN(S(C)(=O)=O)C(c3cccs3)C2)c1 (configuration not stated)
 : 0.3	2.2	-0.9	0	-9	3	-1.2	3	4.8	-0.4	0.3
> Cc1ccc(NC(=O)C2C(c3ccccc3)C=CC(c3ccccc3)C2C(=O)O)cc1 (configuration not stated)
 : -0.5	-0.5	-1.4	-2	-34	0	-0.5	2	1.7	-0.5	1.1
> CS(=O)(=O)N(CC(=O)Nc1ccccc1C(=O)NCCc1ccccc1)c1ccc2c(c1)OCCO2
 : -1.0	-1.6	-0.8	-5	-7	-5	1.2	-2	6.9	-1.1	2.0
> O=C(CCSc1ccc(Cl)c(Cl)c1)NC12CC3CC(CC(C3)C1)C2
 : -0.4	5.1	-0.9	-2	-1	-3	0.4	3	3.2	0.5	-1.0
> CN1OC[C@@H]2CN[C@H](c3ccc(-c4cccc(F)c4)cc3)C[C@@H]21
 : 2.1	0.3	0.1	4	7	2	-0.4	0	13*	6.2*	4.0
> C=CCNC(=O)CC(=O)N/N=C/c1cccc(C)c1
 : 1.3	1.9	-0.3	3	-5	-1	0.0	1	0.8	0.3	1.5
> COc1ccc(C2C(C(=O)OC3CCCCC3)=C(C)Nc3nnnn32)c(OC)c1OC (configuration not stated)
 : -1.6	1.7	-1.3	-1	1	-6	0.0	-2	-4.1	-0.8	-0.2
